5HT1E antag: 5-HT1E (human) receptor antagonism; P28566; CHO 5-HT1E Ga15 NFAT-bla reporter, FRET, antagonist; inhibition, % at 6 µM; hit rate 0.99% among 65,000; AID 571;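 active = inhibition above a set limit, the mean inhibition across every tested compound plus 3 SD, cut at about 29% in these data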;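 also: signal is the 460 over 535 nm emission ratio of beta-lactamase substrate; 0% = agonist plus DMSO wells and 100% = wells without agonist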
Target sequence (P28566 whole entry, looked up): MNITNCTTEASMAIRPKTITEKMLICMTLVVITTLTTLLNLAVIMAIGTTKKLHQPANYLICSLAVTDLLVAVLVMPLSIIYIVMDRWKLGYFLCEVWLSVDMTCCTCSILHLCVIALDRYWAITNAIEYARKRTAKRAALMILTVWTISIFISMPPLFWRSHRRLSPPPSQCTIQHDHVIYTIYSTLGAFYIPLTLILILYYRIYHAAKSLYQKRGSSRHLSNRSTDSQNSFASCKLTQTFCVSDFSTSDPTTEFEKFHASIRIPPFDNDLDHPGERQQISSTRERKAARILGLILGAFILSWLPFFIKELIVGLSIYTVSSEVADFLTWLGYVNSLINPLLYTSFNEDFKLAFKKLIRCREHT
M1 agonist: agonists of M1 muscarinic receptor; CHO-M1 cells, Fluo-4 calcium fluorescence, agonist mode; active compounds read high; B-score at 10 µM; hit rate 3% among 64,000; AID 626;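 active = fluorescence rise, raw or as B-score row- and column-corrected plate score, outside the 99.7% band of its plate's samples, either direction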
S1P1 ag-PAM: S1P1 (human) agonism or agonism potentiation. hit rate 0.57% among 56,000. activation, % at 9.5 µM. AID 449. S1P1 CRE-bla cells, forskolin, beta-lactamase FRET, potentiator mode; S1P1 agonist co-added at EC20, 2 nM; 100% = saturating reference agonist, 0% = basal. P21453;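 active = activation above a cutoff set at the mean activation of all tested compounds plus 3 SD, cut at about 54% in these data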;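 also: forskolin at 4 µM as EC80 and the EC20 agonist is SEW2871; 100% = SEW2871 at its EC100 plus forskolin at EC80; some compounds past the cut are filed as inactive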
M1 antagonist: M1 muscarinic receptor (rat) antagonism; P08482; CHO-M1 cells, Fluo-4 calcium, ACh EC80 antagonist mode; active compounds read low; B-score at 10 µM; hit rate 3.4% among 64,000; AID 628;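 active = calcium fluorescence response, raw or row-and-column corrected B-score, differing from the plate sample mean either way at a set confidence level, mostly lower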
Target sequence (P08482 whole entry, looked up): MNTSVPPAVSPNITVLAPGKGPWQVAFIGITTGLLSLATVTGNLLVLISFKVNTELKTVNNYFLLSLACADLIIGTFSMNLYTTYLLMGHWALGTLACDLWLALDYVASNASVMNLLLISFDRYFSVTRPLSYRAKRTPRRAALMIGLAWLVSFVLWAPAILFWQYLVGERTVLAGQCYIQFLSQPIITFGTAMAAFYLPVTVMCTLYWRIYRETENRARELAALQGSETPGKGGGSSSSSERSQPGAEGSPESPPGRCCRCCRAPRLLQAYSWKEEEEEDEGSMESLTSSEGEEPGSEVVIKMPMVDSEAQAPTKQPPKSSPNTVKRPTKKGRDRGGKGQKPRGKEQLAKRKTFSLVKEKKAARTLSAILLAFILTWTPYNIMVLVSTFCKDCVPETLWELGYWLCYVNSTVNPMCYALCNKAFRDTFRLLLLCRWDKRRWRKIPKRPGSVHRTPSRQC
HEK293 NFkB inh: lowers PMA/ionomycin-induced NF-kB signal in HEK293 cells; inhibition, % at 3 µM; hit rate 0.21% among 62,000; HEK-293 NF-kB luciferase reporter, luminescence;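 active = inhibition above the mean of all tested compounds plus 3 SD, cut at about 40% in these data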;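 also: 0% = stimulated DMSO wells and 100% = 10 µM reference inhibitor 5653914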
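Reagent: PMA plus ionomycin mix as NF-kB-activating stimulus. Assay system: NF-kB luciferase reporter HEK-293 cells. Technique: luminescence from luciferase substrate reagent. Incubation: 1 h compound pre-incubation, 16 h PMA/ionomycin at 37 °C. Benchmarks: DMSO only as uninhibited control, 10 µM reference inhibitor as full inhibition. Repeats: tested once.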
Jurkat tox 60K: cytotoxicity toward Jurkat cells; hit rate 1.2% among 56,000; inhibition, % at 4 µM; AID 463; Jurkat E6.1 viability, ATP luminescence, 48 h;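 active = inhibition above the mean inhibition of all tested compounds plus 3 SD, cut at about 28% in these data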
HTR1E agonist: 5-HT1E (human) receptor agonism. CHO 5-HT1E Ga15 NFAT-bla reporter, FRET; 0% DMSO wells, 100% control agonist wells. AID 574. activation, % at 6 µM. P28566. hit rate 0.69% among 65,000;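 active = activation above a set limit, the screen-wide mean activation plus 3 SD, cut at about 8.5% in these data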;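 also: 100% = positive control agonist at 1 µM giving full maximal response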
S1P3 ag: activates the human S1P3 receptor. Q99500. S1P3 NFAT-BLA reporter cells, agonism, FRET ratio; relative to 1 µM S1P, basal subtracted. activation, % at 4.5 µM. hit rate 0.1% among 60,000;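 active = activation above the screen-wide mean plus 3 SD, cut at about 4.5% in these data, passing the limit was not always enough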; also: some compounds called inactive have numbers as strong as hits
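Assay system: stable CHO line with human S1P3, Gα16, NFAT-BLA reporter; Detection: FRET β-lactamase substrate fluorescence, excitation 405 nm, 460/535 nm emission ratio, background-subtracted; Read-out: percent activation versus median 1 µM S1P response, basal-subtracted, per plate; Incubation: cells plated overnight, compound 4 h 37 °C, substrate 2 h RT.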
Her2 expr inh: lowers expression of human Her2 kinase | P04626 | SKBR-3 HER2 protein level, AlphaScreen, 18-24 h; active compounds read low | HER2 level % of control, % at 10 µM | hit rate 0.69% among 65,000;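 active = HER2 level under 5% of the carrier-only control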;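 also: 100% = DMSO carrier and 0% = 500 nM PU-H71 HSP90 inhibitor; lower value means stronger loss of Her2 protein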
Starred values were filed as active, the others as inactive; · = not tested or not shown. Rows are unselected, and some 9.2% of all compounds hit somewhere here.

entry	Molecule	S1P1 ag-PAM	HEK293 NFkB inh	Her2 expr inh	M1 antagonist	S1P3 ag	HTR1E agonist	5HT1E antag	Jurkat tox 60K	M1 agonist
1	Cc1cccc(NC(=O)c2sc3nc(-c4ccc(F)cc4)cn3c2C)n1	-2	12	58	1.4	-1.0	-0.1	5	10	-0.59
2	CCCCn1nnc(NC(=O)c2ccc(-c3ccccc3)cc2)n1	6	30	73	0.12	-1.0	-0.6	-3	-1	0.35
3	c1ccc2c(c1)CCCN2Cc1nnnn1C1CCCC1	8	2	101	-1.3	-0.3	0.1	10	-2	-0.064
4	COCCCNC(=O)c1ccc(Cn2c(=O)[nH]c3ccccc3c2=O)cc1	1	13	55	0.66	-1.9	0.2	6	28	-0.041
5	CCOC(=O)c1oc2cccc(O)c2c1CN(Cc1ccccc1)C(C)=O	-9	10	118	0.73	-1.6	0.7	-4	7	2.6*
6	Cc1ccc(C(=O)OCc2cn3ccccc3n2)cc1	7	-2	95	-0.57	-0.1	-0.1	-5	1	0.12
7	CC12CCC(C(=O)NCCCn3ccnc3)(OC1=O)C2(C)C (centres undefined)	·	-1	81	0.17	-0.3	0.4	5	0	-0.08
8	Cc1ccc(C)c(N2CCN(C(=O)c3ccc(CS(=O)(=O)c4ccccc4C)o3)CC2)c1	10	29	115	-1.2	-1.4	0.5	17	40*	2.8*
9	CCN(CC)C(=O)CN(C#N)c1nc(NC(C)C)nc(NC(C)C)n1	8	·	131	-0.005	-0.7	-0.1	-11	·	0.32
10	Nn1c(SCC(=O)NC2CCCc3ccccc32)nnc1-c1cccs1 (centres undefined)	-8	3	115	0.085	-0.1	-0.6	2	1	-1.8
11	Cc1cccc(N2CSC3=C(C#N)C(c4ccc(C)o4)CC(=O)N3C2)c1 (centres undefined)	6	5	53	0.12	-0.8	0.0	7	-2	-1.1
12	CSc1cccc(NC(=O)c2nnn(Cc3ccccc3)c2N)c1	43	2	91	0.16	0.0	-1.7	20	2	-0.48
13	COCCn1c(C)cc(C(=O)CSc2n[nH]c(N)n2)c1C	-12	9	101	0.69	0.6	-0.9	-1	-6	-0.64
14	CCCNS(=O)(=O)c1ccc(OCC(=O)NCc2ccc3c(c2)OCO3)cc1	-11	10	97	0.33	-1.1	0.2	1	-2	0.65
15	N#CCSc1nnc(-c2ccccc2)c(-c2ccccc2)n1	22	13	75	0.16	6.3*	0.1	2	4	-1.7

New compounds follow:
entry	Molecule	S1P1 ag-PAM	HEK293 NFkB inh	Her2 expr inh	M1 antagonist	S1P3 ag	HTR1E agonist	5HT1E antag	Jurkat tox 60K	M1 agonist
16	Cc1ccc(Nc2nc(N)nc(CSc3nccn3C)n2)c(C)c1	-14	4	81	-1.5	-0.8	0.1	2	-3	-2.2
17	Cc1ccc(S(=O)(=O)N2CCCC2C(=O)n2nc(C)cc2C)cc1 (centres undefined)	11	10	52	-0.016	-0.9	-0.7	-3	-3	0.01
18	CC(=O)c1sc(NC(=O)c2ccccc2F)nc1C	-18	-65	77	0.044	-0.7	0.1	-1	8	-0.0023
19	COC(=O)c1ccccc1NC(=O)c1nc2nc(C)cc(C)n2n1	-18	10	104	-0.45	-0.3	0.1	-6	-3	-0.7
20	CC(C)N1C(=O)C2C(C(=O)NCc3ccccc3)C3C=CC2(O3)C1C(=O)NC(C)(C)C (centres undefined)	-7	10	73	-0.61	-1.4	0.6	5	-6	-0.015
21	Cc1ccccc1-c1nc(CN2CCC(C(=O)NCCCN3CC(C)CC(C)C3)CC2)c(C)o1 (centres undefined)	-8	10	84	-0.66	-0.6	-1.4	8	0	0.079
22	CC1CCN(S(=O)(=O)c2cccc(C(=O)NCc3cccs3)c2)CC1	18	23	82	·	-1.7	-0.3	9	8	·
23	CCC1(C)Cc2c(sc3[nH]c(=O)[nH]c(=O)c23)CS1 (centres undefined)	-2	·	91	0.16	-4.9	0.0	6	·	-0.0012
24	CCOc1ccccc1Nc1cc(C)nc2nc(C)nn12	-10	8	105	0.39	0.3	0.5	-3	-6	0.85
25	CC(C)CCOc1cccc(C2c3c(oc4ccccc4c3=O)C(=O)N2CCCN2CCOCC2)c1 (centres undefined)	-10	9	112	0.53	-0.8	0.3	6	1	0.98
26	CC(=O)Nc1cc(NC(=O)C2C3C=CC(C3)C2C(=O)O)ccc1Cl (centres undefined)	-9	10	110	-0.33	-0.5	-0.4	-7	1	0.72
27	CC1CN(c2nc3c(c(=O)n(C)c(=O)n3C)n2Cc2c(F)cccc2Cl)CC(C)O1 (centres undefined)	20	9	151	0.53	-0.3	0.2	-1	-8	0.99
28	Cc1cccc(N(CC(=O)NC2CCCC2)C(=O)CS(=O)CC(=O)Nc2ccc3c(c2)OCO3)c1 (centres undefined)	·	2	93	0.1	·	0.6	2	·	0.012
29	O=C(Nc1cc(C(F)(F)F)ccc1N1CCCC1)c1ccc2c(c1)OCO2	6	22	·	-0.42	-1.2	-0.7	10	-6	-0.47
30	O=C(Cn1c(=O)oc2cc(S(=O)(=O)N3CCCCCC3)ccc21)NC1CCCCCCC1	-2	0	85	0.3	1.6	-0.1	1	-1	0.48

2 compounds from above, showing only Her2 expr inh.
| cpd | SMILES | Her2 expr inh |
| --- | --- | --- |
| 25 | CC(C)CCOc1cccc(C2c3c(oc4ccccc4c3=O)C(=O)N2CCCN2CCOCC2)c1 (centres undefined) | 112 |
| 17 | Cc1ccc(S(=O)(=O)N2CCCC2C(=O)n2nc(C)cc2C)cc1 (centres undefined) | 52 |

Carrying on:
entry	Molecule	S1P1 ag-PAM	HEK293 NFkB inh	Her2 expr inh	M1 antagonist	S1P3 ag	HTR1E agonist	5HT1E antag	Jurkat tox 60K	M1 agonist
31	CC(=O)NC(Cc1c[nH]c2ccccc12)C(=O)N1CCc2ccccc2C1 (centres undefined)	-9	7	89	-0.25	-0.2	0.1	-3	0	0.86
32	CC(C)(C)NC(=O)c1ccc(COc2ccccc2Br)o1	17	6	82	-0.13	0.7	0.6	-4	4	0.45
33	CCOC(=O)c1c(C)cccc1OCC(N)=O	1	·	107	-0.35	-2.2	-0.2	-7	·	-0.46
34	Cc1nc(SCC(=O)N2CCN(c3ccccc3)CC2)c2oc3ccccc3c2n1	-17	7	87	-0.9	-1.3	0.3	11	2	-0.36
35	Cc1nn(C(C)C(=O)N2CCN(c3ccccn3)CC2)c(=O)c2cc3occc3n12 (centres undefined)	20	20	104	0.35	0.3	0.5	-7	-7	0.047
36	COc1cc2nc3c4ccccc4n(CC#N)c3nc2cc1OC	-34	5	66	0.81	0.9	2.3	5	-1	-0.4
37	Cc1ccc(Nc2nc(N)nc(CSc3nccn3C)n2)cc1	-10	-32	94	0.34	-1.4	-0.9	4	-3	0.39
38	CCOc1ccc(C(=O)NC2CCN(S(C)(=O)=O)CC2)cc1	-2	0	129	-0.077	-1.2	-1.2	5	1	-2.2
39	Cc1cc2oc(=O)cc(CN3CCN(Cc4ccccc4)CC3)c2cc1Cl	-36	16	91	-0.31	-0.7	-0.4	-1	0	0.49
40	O=C(CCC1N=C2c3ccccc3N=C(SCc3ccccc3Cl)N2C1=O)NCc1ccco1 (centres undefined)	1	14	110	-0.12	0.6	0.4	-10	4	-0.45
41	Cc1cccc(OCc2nnc(SCC(=O)OC3CCCCC3)o2)c1	2	8	111	0.61	-1.1	0.2	-3	2	-0.68
42	C=CCNC(=O)c1c(N)n(-c2cccc(S(N)(=O)=O)c2)c2nc3ccccc3nc12	-100	4	70	0.93	3.6	4.3	1	-6	-0.25
43	COc1ccc(-n2c(=O)[nH]cc(C(=O)Nc3ccc(NC(C)=O)cc3)c2=O)cc1	-20	6	77	0.3	-0.4	-1.1	2	0	-0.14
44	O=C(COc1ccccc1)Nc1ccc(-c2nnc(-c3ccco3)o2)cc1	-11	·	116	-0.21	-3.7	-0.4	-7	·	0.19
45	COc1ccc2cc(CCNC(=O)C3CC3)c(=O)[nH]c2c1	-14	4	87	0.1	-0.2	-0.7	10	-1	-0.22

Some of these compounds in order of their number in Her2 expr inh, high to low:
item	SMILES	S1P1 ag-PAM	HEK293 NFkB inh	Her2 expr inh	M1 antagonist	S1P3 ag	HTR1E agonist	5HT1E antag	M1 agonist
38	CCOc1ccc(C(=O)NC2CCN(S(C)(=O)=O)CC2)cc1	-2	0	129	-0.077	-1.2	-1.2	5	-2.2
39	Cc1cc2oc(=O)cc(CN3CCN(Cc4ccccc4)CC3)c2cc1Cl	-36	16	91	-0.31	-0.7	-0.4	-1	0.49
42	C=CCNC(=O)c1c(N)n(-c2cccc(S(N)(=O)=O)c2)c2nc3ccccc3nc12	-100	4	70	0.93	3.6	4.3	1	-0.25

Continuation:
entry	Molecule	S1P1 ag-PAM	HEK293 NFkB inh	Her2 expr inh	M1 antagonist	S1P3 ag	HTR1E agonist	5HT1E antag	Jurkat tox 60K	M1 agonist
46	O=C(NCc1ccco1)c1cnn2c(C(F)(F)F)cc(-c3cccs3)nc12	-23	-16	86	-0.76	0.0	0.1	3	-1	0.82
47	COCCN(C(=O)CCC(=O)Nc1ccccn1)C(C(=O)NC1CCCC1)c1ccc(OC)cc1 (centres undefined)	-1	12	103	0.21	0.6	-0.5	-6	1	-0.28
48	O=C(Cn1cnnn1)OCC(=O)c1ccc(Cl)s1	16	1	69	-0.71	0.1	-0.3	-9	-2	0.49
49	O=C(O)c1ccccc1S(=O)(=O)NCC(O)COc1ccc(Br)cc1 (centres undefined)	-13	0	124	-0.079	0.5	0.3	-1	-6	-0.65
50	CC1CC(C)CN(c2nc3c(c(=O)n(C)c(=O)n3C)n2CCSc2ncccn2)C1 (centres undefined)	-13	11	100	0.058	-0.5	1.1	-12	1	1.7
51	COC(=O)c1ccc(NC(=O)CSc2nnc(C)n2-c2ccccc2)cc1	-9	5	104	0.5	-0.5	0.0	-4	-1	0.39
52	O=C(CC1Nc2ccccc2NC1=O)c1ccccc1 (centres undefined)	-12	-22	70	-0.76	-1.5	1.1	21	1	3.9*
53	COc1ccc(C(=O)Nc2c3c(nn2-c2cccc(Cl)c2)CS(=O)C3)cc1 (centres undefined)	-18	16	95	-0.072	1.0	-0.2	-10	-1	-0.094
54	CC(C)n1c(SCC(=O)NCc2ccco2)nc2c1c(=O)n(C)c(=O)n2C	-5	1	82	-0.046	-0.1	-0.8	8	-2	0.02
55	COc1ccc(CN2CCOCC2)c(C)c1C	·	-2	109	-0.78	-0.6	0.8	-9	1	0
